NCI-60 one-dose screen, 48 h, at 10 µM unless noted. Numbers give growth in % (100 = growth as untreated, 0 = no growth, -100 = all killed).
KM12 – KM12 colon cancer cells; hit rate 5% among 82,000; AID 1794800
SF-539 – SF-539 CNS cancer; hit rate 6.8% among 81,000
SF-295 – SF-295 CNS cancer cells; hit rate 5.6% among 79,000
SNB-19 – SNB-19 CNS cancer cells; hit rate 2.5% among 81,000; AID 1794751
SNB-75 – SNB-75 CNS cancer; hit rate 5% among 79,000; AID 1794750
SW-620 – SW-620 colon cancer | AID 1794795 | hit rate 5.2% among 82,000
SF-268 – SF-268 CNS cancer cells. AID 1794759. hit rate 3.1% among 82,000
HT29 – HT29 colon cancer; hit rate 7.4% among 81,000; AID 1794748
HCC-2998 – HCC-2998 colon cancer; hit rate 4.7% among 79,000; AID 1794799
* hit, by the source's call; . = no result given; & = joins results of further samples; ! = not confirmed by another sample; [ ] = remark or other dose. The calls were made as follows: active = growth percent below 10; inactive = the rest.

canonical_smiles | KM12 | SF-539 | SF-295 | SNB-19 | SNB-75 | SW-620 | SF-268 | HT29 | HCC-2998
c1ccc(CCCc2ccnc3ccccc23)nc1 | 93 | 104 | 86 | 93 | 92 | 105 | 90 | 97 | 94
CCCCC(c1ccccc1)c1ccccn1 (configuration not stated) | 106 | 95 | 96 | . | 63 | 106 | 108 | 102 | 105
c1ccc2c(c1)ncn2-c1ccnc(NCCc2ccncc2)n1 | 65 | 94 | 94 | 102 | 89 | 94 | 83 | 85 | 104
CC(Nc1ncnc2ccc(-c3cnc(N)nc3)cc12)c1ccccc1 (configuration not stated) | 55 | 23 | 30 | 40 | 31 | 67 | 41 | 43 | 43
COc1ccc(Nc2cc(=O)[nH]c(N)n2)cc1 | 101 | 103 | 104 | 103 | 95 | 101 | 104 | 122 | 110
Cc1cc(N(C)C)cc(C)c1N=Nc1cc[n+]([O-])cc1 | 104 | 101 | 92 | 105 | 104 | 107 | 105 | 106 | .
COc1ccc2nc(C)cc(Nc3cccc(O)c3)c2c1 | 92 | 99 | 104 | 101 | 87 | 91 | 96 | 67 | 87
CCNC(=O)Oc1ccc(/C(=C(/C)c2ccc(Cl)cc2)c2ccc(OCCN3CCCCCC3)cc2)cc1 | 13 | -44* | -40* | 34 | 76 | -74* | 54 | -48* | 26
Cc1ccc(-n2nc(C(=O)NCCCCC(=O)O)nc2-c2ccccc2)cc1 | 103 | 98 | 107 | 107 | 98 | 104 | 103 | 104 | 106
CCC/C=C(\C)C(C#N)CC (configuration not stated) | 103 | 97 | 93 | 104 | 90 | 99 | 104 | 108 | 110
CCOC(=O)c1c(C)oc2ncnc(N3CCN(CC(=O)Nc4ccc(C)cc4)CC3)c12 | 103 | 100 | 96 | 98 | 76 | 85 | 93 | 99 | 117
Cc1nn(C)c2ncnc(N/N=C/c3cccc(O)c3O)c12 | 22 | 5.4* | 18 | 20 | 39 | 27 | 6.7* | 62 | 38
CC1CC(O)CC(C)(C)C1.CC1CC(O)CC(C)(C)C1.CC1CC(O)CC(C)(C)C1.CC1CC(O)CC(C)(C)C1.[Ti] (configuration not stated) | 103 | 107 | 102 | 93 | 113 | 100 | 115 | 97 | 110
CCN(CC)C(=O)Cn1ccc(NC(C)=O)nc1=O | 102 | 95 | 98 | 94 | 71 | 102 | 104 | 102 | 92
COC(=O)[C@]12CCC(C)(C)C[C@H]1[C@]13O[C@H](C1=O)[C@@H]1[C@@]4(C)CC[C@H](OC(C)=O)C(C)(C)[C@@H]4CC[C@@]1(C)[C@]3(C)CC2 | 94[100 µM] | 94[100 µM] | 108[100 µM] | 91[100 µM] | 69[100 µM] | 92[100 µM] | 93[100 µM] | 81[100 µM] | 111[100 µM]
COc1ccc(NC(=O)Nc2ccc(OCC(=O)N=Nc3c(O)[nH]c4ccc(Cl)cc34)cc2)cc1 | 88 | 93 | 90 | 89 | 94 | 85 | 96 | 99 | 101
O=C(O)c1cc2c([nH]c3ccc(Cl)cc32)c(=O)s1 | 103 | 101 | 103 | 102 | 89 | 95 | 96 | 105 | 105
C#CCOc1ccc(C(Nc2ccc(F)cc2)c2nnnn2C2CCCCC2)cc1 (configuration not stated) | 95 | 99 | 90 | 94 | 96 | 100 | 93 | 104 | 98
O=C(O)c1ccccc1NC1SC(=O)N(c2ccccc2)C1=O (configuration not stated) | 93 | 98 | . | 99 | 102 | 96 | 102 | 90 | 98
S=C(NCc1cccnc1)Nc1ccc(Cl)c(Cl)c1 | 109 | 102 | 90 | 81 | 64 | 108 | 114 | 102 | 101
c1csc(-c2cn3ccnc3c(-c3ccc4ncn(C5CCCCC5)c4c3)n2)c1 | 95 | 109 | 104 | 104 | 92 | 113 | 104 | 100 | 115
Cc1cc(C(=O)NNC(C)Cc2ccccc2)no1 (configuration not stated) | 99 | 97 | 98 | 104 | 91 | 110 | 100 | 97 | .
COc1ccc(Cc2nnc3sc(SCc4ccccc4)nn23)cc1 | 94 | 91 | 104 | 109 | 89 | 104 | 98 | 124 | 99
CN1CCc2c(sc3nc4n(-c5ccc(Cl)cc5)c(=O)c(=O)[nH]n4c(=O)c23)C1 | 111 | 95 | 104 | 113 | 100 | 109 | 101 | 88 | 117
Cc1nc2cc(Nc3nc(Nc4ccc(F)cc4)nc(N4CCCC4)n3)ccc2n1Cc1ccccc1 | -73* | -25* | -27* | 34 | -15* | -54* | -26* | -76* | -59*

The list goes on (2 carried over from the part before).
canonical_smiles | KM12 | SF-539 | SF-295 | SNB-19 | SNB-75 | SW-620 | SF-268 | HT29 | HCC-2998
CN1CCc2c(sc3nc4n(-c5ccc(Cl)cc5)c(=O)c(=O)[nH]n4c(=O)c23)C1 | 111 | 95 | 104 | 113 | 100 | 109 | 101 | 88 | 117
Cc1nc2cc(Nc3nc(Nc4ccc(F)cc4)nc(N4CCCC4)n3)ccc2n1Cc1ccccc1 | -73* | -25* | -27* | 34 | -15* | -54* | -26* | -76* | -59*
CC1=NC(C(=O)O)CC1C (configuration not stated) | 107 | 106 | 101 | 111 | 117 | 104 | 111 | 114 | 115
COC(=O)C1=C(C)Nc2ncnn2C1c1ccccc1 (configuration not stated) | 109 | 100 | 98 | 112 | 91 | 104 | 119 | 97 | .
COC(=O)c1cc(-c2ccccc2)[nH]c1N/N=C/c1c(Cl)cccc1Cl | 10 | -33* | -59* | 14 | 0.9* | 13 | 33 | -8.4* | .
Oc1ccc(CSc2nnc(-c3ccc(Oc4ccccc4)cc3)o2)c2cccnc12 | 9.9* | 32 | 1.4* | 17 | -25* | 2.3* | 29 | 94 | 29
CCn1c(=O)oc2ccc(Cl)cc21 | 105 | 106 | 105 | 111 | 98 | 103 | 108 | 112 | 101
NC(CC(=O)O)C(=O)O (configuration not stated) | 103 | . | . | . | . | 110 | . | 101 | 109
CC(=O)Nc1c(C)ccc([N+](=O)[O-])c1C | 117 | 113 | 88 | 102 | 93 | 138 | 110 | 109 | 97
O=C1/C(=C/c2ccccc2Cl)SC(=S)N1C1c2ccccc2Oc2ccccc21 | 91 | 96 | 95 | 104 | 88 | 108 | 95 | 89 | 103
c1ccc2c(-c3nc(-c4c[nH]c5ncccc45)cs3)c[nH]c2c1 | 91 | 99 | 119 | 98 | 88 | 103 | 111 | 79 | 102
Cc1csc(N/N=C/c2ccncc2)n1 | 106 | 106 | 108 | 100 | 105 | 103 | 114 | 87 | 100
COc1ccccc1/C=N/N=C(\C)c1nnn(-c2ccc([N+](=O)[O-])cc2)c1C | 102 | 97 | 97 | 102 | 92 | 101 | 99 | 112 | 112
COc1ccc(C(=O)N2c3ccccc3Sc3ccccc32)c(F)c1 | 23 | -16* | 8.8* | 36 | -11* | 15 | 53 | 5.1* | 30
CC(=O)c1cc(O)c2ccccc2c1O | 106 | 97 | 108 | 100 | 71 | 108 | 124 | 111 | 166
COc1cc(CCN=Cc2ccccc2O)c([N+](=O)[O-])cc1OC | 107 | 106 | 87 | 99 | 97 | 104 | 100 | 101 | 101
N=C(N)c1ccc(OCCSCCOc2ccc(C(=N)N)cc2)cc1 | 62 | 77 | -34* | 57 | 71 | 88 | 74 | 85 | 80
COc1cc2c(cc1OC)C(=O)/C(=C/c1cccc(OCC(=O)c3ccccc3)c1)C2 | 170 | 78 | 104 | 93 | 85 | 75 | 95 | 42 | 111
Cc1ccc(S(=O)(=O)NCc2ccccc2)cc1 | 108 | 102 | . | 109 | 120 | 96 | 113 | 106 | 119
Nc1ncc(-c2ccc3ncnc(N4CCc5cc(F)c(Cl)cc54)c3c2)cn1 | 51&58 | 8.7*! | 13&56 | 43&60 | -32* | 41&66 | 17&40 | 24&42 | 32&62
CC1(C)CC(=O)C2=C(C1)Nc1cc3c(cc1C2c1ccc(F)cc1)OCO3 (configuration not stated) | 99 | 102 | 64 | 96 | 77 | 104 | 92 | 93 | 102
Cc1ccc[n+](CC(=O)c2ccccc2)c1 | 110 | 100 | 99 | 96 | 106 | 105 | 107 | 97 | 99
CCc1nc(N)nc(N)c1C#CC(C)c1cc(-c2ccnc(C)c2)c2oc(C)nc2c1 (configuration not stated) | 5.9* | -27* | 5.7* | 7.5* | -23* | 17 | 1.3* | 6.5* | 13
O=c1nc(NC(=S)Nc2ccn([C@H]3CC[C@@H](CO)O3)c(=O)n2)ccn1[C@H]1CC[C@@H](CO)O1 | 99 | 115 | 107 | 112 | 105 | 93 | 96 | 102 | 107
Cc1cc2[nH]c(=O)c(=O)[nH]c2cc1C | 100 | 104 | 115 | 105 | 94 | 107 | 112 | 106 | 108
CC(=O)c1ccc(Nc2nc(NCCO)nc(NCCO)n2)cc1 | 102 | 98 | 96 | 106 | 101 | 106 | 99 | 92 | 91
O=C(CN1CCCc2ccccc21)NNC(=O)c1cc2ccccc2o1 | 101 | 103 | 128 | 98 | 92 | 100 | 100 | 110 | 109

An excerpt from above in order of count of non-hydrogen atoms, low to high.
canonical_smiles | KM12 | SF-539 | SF-295 | SNB-19 | SNB-75 | SW-620 | SF-268 | HT29 | HCC-2998
CCn1c(=O)oc2ccc(Cl)cc21 | 105 | 106 | 105 | 111 | 98 | 103 | 108 | 112 | 101
CC(=O)c1ccc(Nc2nc(NCCO)nc(NCCO)n2)cc1 | 102 | 98 | 96 | 106 | 101 | 106 | 99 | 92 | 91
O=C(CN1CCCc2ccccc21)NNC(=O)c1cc2ccccc2o1 | 101 | 103 | 128 | 98 | 92 | 100 | 100 | 110 | 109
Oc1ccc(CSc2nnc(-c3ccc(Oc4ccccc4)cc3)o2)c2cccnc12 | 9.9* | 32 | 1.4* | 17 | -25* | 2.3* | 29 | 94 | 29

Next part.
canonical_smiles | KM12 | SF-539 | SF-295 | SNB-19 | SNB-75 | SW-620 | SF-268 | HT29 | HCC-2998
COC(=O)c1csc(C2OC(CO)C(O)C2O)n1 (configuration not stated) | 111 | 104 | 96 | 108 | 98 | 106 | 112 | 106 | 110
Cn1c(SCC(=O)N/N=C/c2ccc(C(F)(F)F)cc2)nc2ccccc2c1=O | 76 | 86 | 98 | 97 | 67 | 96 | 89 | 91 | .
CCC(CC)C(=O)O | 110 | 100 | . | 113 | 96 | 105 | 98 | 109 | 112
CCOC(=O)C(C(=O)OCC)c1cccc2ccccc12 | 104 | 102 | 96 | 94 | 106 | 97 | 105 | 99 | 101
NCC(=O)OCc1ccccc1 | 101 | 107 | 107 | 110 | 95 | 109 | 98 | 98 | 103
CN(C)c1cccc2c(S(=O)(=O)Nc3cccc(-c4csc(NC(=O)CN5CCN(CCO)CC5)n4)c3)cccc12 | 70 | 88 | 40 | 77 | 79 | 86 | 73 | 82 | 94
COc1ccc(C=NNc2nc(SCC(=O)Nc3nc4ccc(C)cc4s3)nc(-c3ccccc3)c2C#N)cc1 | 99 | 95 | 98 | 100 | 82 | 96 | 99 | 108 | 107
COc1cccc(C(=O)CSc2nc3sc4c(c3c(=O)n2-c2ccccc2)CCC(C)C4)c1 (configuration not stated) | 104 | 65 | 47 | 43 | 50 | 101 | 86 | 105 | 105
CCOP(=O)(OCC)/C(C#N)=C/c1cccc([N+](=O)[O-])c1 | 105 | 104 | 108 | 103 | . | 104 | 97 | 109 | 110
CN(C)c1ccc(/C=C(/C#N)C(N)=O)cc1 | 100 | 103 | 93 | 102 | 89 | 102 | 104 | 103 | 111
Cc1cc(C)c(Br)c(C)c1C | 102 | 99 | 101 | 107 | 97 | 105 | 102 | 107 | 97
C1CCCc2c(-c3n[nH]c4c3CCCCCC4)n[nH]c2CC1 | 106 | 96 | 95 | . | 104 | 102 | 104 | 99 | 108
O=C1/C(=C\c2cn(Cc3cccc4ccccc34)c3ccccc23)c2ccccc2N1c1c(Cl)cccc1Cl | 108 | 111 | 119 | 100 | 74 | 99 | 91 | 109 | 102
N=C1C=C(N)C(=O)c2ccccc21 | -82* | -96* | . | -99* | -99* | -85* | -68* | -39* | -100*
Cc1ccc2oc(=O)c(S(=O)(=O)Nc3ccc(S(=O)(=O)Nc4ncccn4)cc3)c(O)c2c1 | 101 | 97 | 98 | 98 | 92 | 91 | 102 | 105 | 103
CCOC(=O)c1c2c(c(C)n1Cc1ccccc1)-c1oncc1CC2 | 99 | 83 | 102 | 82 | 80 | 99 | 96 | 103 | 106
COc1ccc2c(c1)c(-c1nn3cc(-c4ccncc4)nc3s1)cn2C | 83 | 84 | 75 | 86 | 30 | 69 | 79 | 79 | 87
Cc1ccc(O)c(C(C)(C)c2ccccc2)c1 | 119&100 | 97&96 | 114&117 | 105&112 | 91&84 | 111&102 | 111&94 | 107 | 104&102
O=C1C2CC(O)Cc3cc(F)ccc3N2C(=O)CN1CCO (configuration not stated) | 100 | 102 | 93 | 102 | 93 | 105 | 98 | 100 | 103
Cc1nn(-c2ccccc2)c2nc3c(c(-c4ccc(Cl)cc4)c12)CNC1(CCSCC1)N3 | 98 | 110 | 103 | 106 | 79 | 93 | 101 | 101 | 101
CS(=O)(=O)Oc1ccc(NC(=O)C23CC4CC(CC(C4)C2)C3)cc1 | 82 | 92 | 111 | 117 | 92 | 94 | 108 | 35 | 93
COc1cc2nccc(Oc3ccc(NC(=O)C4(C(=O)Nc5c(F)cc(F)cc5F)CC4)cc3)c2cc1Oc1ccc(N)cn1 | 16 | 21 | 31 | 79 | 22 | 40 | 55 | 35 | 82
